HIF activator = HIF pathway transcriptional activation | 300,000 compounds, 0.32% hits | AID 1910 | activation, % at 7.5 µM (by protocol) | U2OS HRE-luciferase reporter, luminescence; normalized: DMSO 0%, desferrioxamine 100%;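 active means mean activation of at least 10% of the iron chelator positive control signal, with at least half of replicates also reaching 10%; inconclusive means mean and replicate majority disagree about reaching 10%; inactive means mean and most replicates under 10%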
RGS4 block = inhibitors of human RGS4. P49798. HEK293 M3R/RGS4 inducible, Fluo-4 calcium flux; stronger effect = higher value; triggered by carbachol at its EC20. B-score at 10 µM. 310,000 compounds, 0.45% hits. AID 463165;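 active means B-score, a plate-corrected calcium signal, over three deviations above library mean, with baseline fluorescence within five deviations of library mean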;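 further: RGS4 expression induced by doxycycline in cells with stable M3 receptor; B-score is computed from the integrated fluorescence ratio over baseline after carbachol; higher B-score means a larger calcium signal and so more RGS4 inhibition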
SKKanGAS inh = blocks kanamycin growth of S. pyogenes SKKanGAS strain; BacTiter-Glo, 6 h; inhibition, % at 7.5 µM; 300,000 compounds, 1.3% hits; AID 1662;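 active means mean replicate score, as percent of positive control median, at least 50; inconclusive means mean below 50 but one replicate at or above 50; inactive means mean and every replicate below 50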;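 further: strain carries kanamycin resistance gene driven by streptokinase promoter and grows in 40 µg/ml kanamycin; loss of luminescence reflects streptokinase promoter inhibition or plain growth inhibition; 0% = median of DMSO wells and 100% = positive control at its reference dose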
Platelet DG rel = modulates dense granule release in human platelets | AID 1663 | inhibition, %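 (compounds screened at 7.5 µM in platelet-rich plasma)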 | 300,000 compounds, 0.22% hits | human platelet-rich plasma, SFLLRN dense granule ATP release, luminescence;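 active means mean replicate score, as percent of positive control, at or above 50; inconclusive means mean below 50 but at least one replicate at or above 50; inactive means mean and every replicate below 50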
MrgX1 ag = activates human MrgX1 receptor signaling | Q96LB2 | MrgX1-HEK293 cells, Fluo-4 calcium fluorescence, agonist mode; stronger effect = higher value | B-score at 10 µM | 310,000 compounds, 0.44% hits | AID 588627;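 active means calcium response B-score plate-corrected fluorescence ratio at least 3 library SD, with starting fluorescence B-score inside 5 SD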
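System: HEK293 cells stably expressing human MrgX1 receptor; Dosing: test compound in the initial addition of three; Schedule: overnight plating, then 30 min 37 °C plus 30 min room-temperature dye loading; Detection: kinetic calcium dye fluorescence, Fluo-4 NW; Controls: per-plate positive and negative controls for Z′ factor.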
TRPC6 activator = activates the mouse TRPC6 cation channel; HEK293-TRPC6 membrane potential dye fluorescence; stronger effect = higher value; B-score at 10 µM; 310,000 compounds, 0.13% hits;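 active means B-score of the integrated fluorescence ratio above library mean plus 3 SD, and starting fluorescence ratio within library mean plus 5 SD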;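 further: higher score means more depolarization so channel activation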
MrgX1 PAM = human MrgX1 positive allosteric modulation, primary screen | Q96LB2 | MrgX1-HEK293, Fluo-4 calcium flux, FDSS; stronger effect = higher value | B-score at 10 µM | 310,000 compounds, 0.63% hits;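 active means plate-corrected calcium response at least 3 library SD above typical, normal starting fluorescence, not activating the receptor alone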;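 further: compound read alongside a low EC10 to EC30 dose of BAM8-22 agonist; peak minus trough fluorescence over baseline measured at the second addition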
MrgX1 antag = antagonists of human MrgX1 receptor; 310,000 compounds, 1.3% hits; Q96LB2; MRGX1-HEK293 calcium flux, Fluo-4, BAM8-22 antagonism; stronger effect = lower value; B-score at 10 µM;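 active means calcium-response B-score plate-corrected more than 3 library SD below zero, starting fluorescence within 5 deviations, no agonist response on first addition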;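 further: peak minus trough fluorescence over baseline after final BAM8-22 challenge near maximal dose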
TRPC6 inh = mouse TRPC6 channel inhibition. HEK293-TRPC6, membrane potential dye, ACh-evoked depolarization; stronger effect = lower value. B-score at 10 µM. 310,000 compounds, 1.1% hits. AID 2553;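 active means B-score under library mean minus 3 SD, initial fluorescence not abnormally high, positive integrated signal ratio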;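 further: B-score derived from integrated fluorescence ratio over the kinetic read; more negative B-score means stronger inhibition of depolarization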
TRPC4 block = blocks the mouse TRPC4 cation channel; B-score at 10 µM; 300,000 compounds, 0.39% hits; HEK293 TRPC4beta/mu-opioid, DAMGO-evoked Fluo4 calcium flux; stronger effect = lower value; AID 2247;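 active means B-score over 3 SD under the library average, no early fluorescence shift, positive overall ratio signal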
Target sequence (Q9QUQ5 whole entry, looked up): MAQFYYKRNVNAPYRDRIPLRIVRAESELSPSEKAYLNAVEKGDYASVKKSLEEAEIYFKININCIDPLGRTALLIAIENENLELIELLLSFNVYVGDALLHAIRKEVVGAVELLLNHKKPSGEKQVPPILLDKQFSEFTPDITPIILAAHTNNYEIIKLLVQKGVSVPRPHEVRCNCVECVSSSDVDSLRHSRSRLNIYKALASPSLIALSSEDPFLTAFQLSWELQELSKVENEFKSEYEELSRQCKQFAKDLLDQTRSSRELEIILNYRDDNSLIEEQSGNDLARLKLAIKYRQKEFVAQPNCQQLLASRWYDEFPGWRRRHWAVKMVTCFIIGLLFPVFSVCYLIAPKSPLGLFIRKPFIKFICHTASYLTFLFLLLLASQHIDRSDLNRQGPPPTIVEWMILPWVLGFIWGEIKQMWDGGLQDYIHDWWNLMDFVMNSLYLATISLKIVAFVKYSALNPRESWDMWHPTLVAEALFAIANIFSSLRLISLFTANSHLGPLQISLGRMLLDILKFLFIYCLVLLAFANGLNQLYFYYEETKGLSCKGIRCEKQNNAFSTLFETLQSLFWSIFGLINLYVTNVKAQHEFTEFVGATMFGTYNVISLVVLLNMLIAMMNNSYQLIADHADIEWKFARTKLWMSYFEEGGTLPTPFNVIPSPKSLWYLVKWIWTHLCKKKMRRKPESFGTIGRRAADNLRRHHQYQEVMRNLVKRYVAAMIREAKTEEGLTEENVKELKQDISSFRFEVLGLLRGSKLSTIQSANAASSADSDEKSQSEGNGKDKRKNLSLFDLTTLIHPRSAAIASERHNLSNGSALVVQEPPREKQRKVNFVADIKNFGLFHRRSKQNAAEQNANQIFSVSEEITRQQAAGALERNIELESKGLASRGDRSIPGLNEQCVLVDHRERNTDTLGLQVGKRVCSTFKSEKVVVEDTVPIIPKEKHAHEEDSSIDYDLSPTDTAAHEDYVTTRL
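material = TRPC4beta/mu-opioid receptor HEK293 cell line | probe or stimulus = sequential submaximal and maximal DAMGO stimulation | compound dosing = one concentration per compound | measured by = Fluo4 Ca2+ flux fluorescence | evaluation = integrated fluorescence ratio relative to baseline, converted to per-well B score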
RGS4 pot = potentiators or activators of RGS4 | HEK293 M3R/inducible RGS4, carbachol calcium flux Fluo4; stronger effect = lower value | B-score at 10 µM | 310,000 compounds, 0.92% hits | AID 463111;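 active means B-score of the integrated calcium signal more than 4 SD below the library mean, with starting fluorescence not abnormally high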;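 further: negative B-score means reduced calcium response which marks RGS4 activation or potentiation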
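Also added: carbachol at ECmax as muscarinic agonist stimulus; Assay system: HEK293 cells with stable M3R and inducible RGS4; Timing: overnight RGS4 induction, 30 min dye load 37 °C, 20 min compound RT; Measured by: Fluo4-AM (2 µM) calcium-flux fluorescence, kinetic read.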
The depositor's hits bear a star.

How did O=C(NC1CCCC1)C(c1ccsc1)N(CCc1ccccc1)C(=O)Cc1cccs1 (centres undefined) do in these assays?
HIF activator: -0.3; RGS4 block: inactive; SKKanGAS inh: 17; Platelet DG rel: -12; MrgX1 ag: inactive; TRPC6 activator: inactive; MrgX1 PAM: inactive; MrgX1 antag: inactive; TRPC6 inh: inactive; TRPC4 block: inactive; RGS4 pot: inactive

What do the screens show for `CCOc1ccc(Br)cc1S(=O)(=O)Nc1cccc(S(=O)(=O)N(CC)CC)c1`?
HIF activator: -0.3; RGS4 block: inactive; SKKanGAS inh: 7; Platelet DG rel: -31; MrgX1 ag: inactive; TRPC6 activator: inactive; MrgX1 PAM: inactive; MrgX1 antag: inactive; TRPC6 inh: inactive; TRPC4 block: inactive; RGS4 pot: inactive

How did CCC(C(=O)N1CCC(N2CCCCC2)CC1)n1nc(C)c2sc3ccccc3c2c1=O (centres undefined) do in these assays?
HIF activator: -0.1; RGS4 block: inactive; SKKanGAS inh: 53*; Platelet DG rel: 1; MrgX1 ag: inactive; TRPC6 activator: inactive; MrgX1 PAM: inactive; MrgX1 antag: inactive; TRPC6 inh: inactive; TRPC4 block: inactive; RGS4 pot: inactive

Results for COc1cc(OC)c(OC)cc1/C=N/NC(=O)c1ccc(=O)n(C)c1 ?
HIF activator: -0.2; RGS4 block: inactive; SKKanGAS inh: 1; Platelet DG rel: -6; MrgX1 ag: inactive; TRPC6 activator: inactive; MrgX1 PAM: inactive; MrgX1 antag: inactive; TRPC6 inh: inactive; TRPC4 block: inactive; RGS4 pot: inactive

How did CCOC(=O)c1ccc(N2C(=O)c3n[nH]c(C)c3C2c2ccccc2)cc1 (centres undefined) do in these assays?
HIF activator: 0.8; RGS4 block: inactive; SKKanGAS inh: 1; Platelet DG rel: -7; MrgX1 ag: inactive; TRPC6 activator: inactive; MrgX1 PAM: inactive; MrgX1 antag: inactive; TRPC6 inh: inactive; TRPC4 block: inactive; RGS4 pot: inactive

What do the screens show for `C/C(=N\NC(=O)c1ccc(NS(=O)(=O)c2cccs2)cc1)c1cccs1`?
HIF activator: -0.6; RGS4 block: inactive; SKKanGAS inh: -2; Platelet DG rel: 0; MrgX1 ag: inactive; TRPC6 activator: inactive; MrgX1 PAM: inactive; MrgX1 antag: inactive; TRPC6 inh: inactive; TRPC4 block: inactive; RGS4 pot: inactive

How did CCCCc1cc(=O)oc2c(CN(CC)CC)c(O)c(Cl)cc12 do in these assays?
HIF activator: 0.4; RGS4 block: inactive; SKKanGAS inh: 3; Platelet DG rel: 3; MrgX1 ag: inactive; TRPC6 activator: inactive; MrgX1 PAM: inactive; MrgX1 antag: inactive; TRPC6 inh: inactive; TRPC4 block: inactive; RGS4 pot: inactive

What do the screens show for `CCOc1ccc(CCNC(=O)COC(=O)c2ccc(C)c([N+](=O)[O-])c2)cc1OCC`?
HIF activator: -0.3; RGS4 block: inactive; SKKanGAS inh: 39; Platelet DG rel: -7; MrgX1 ag: inactive; TRPC6 activator: inactive; MrgX1 PAM: inactive; MrgX1 antag: inactive; TRPC6 inh: inactive; TRPC4 block: inactive; RGS4 pot: inactive

What do the screens show for `Cc1cc2sc(NC(=O)c3ccco3)nc2cc1Cl`?
HIF activator: 0.7; RGS4 block: inactive; SKKanGAS inh: -4; Platelet DG rel: 8; MrgX1 ag: inactive; TRPC6 activator: inactive; MrgX1 PAM: inactive; MrgX1 antag: inactive; TRPC6 inh: inactive; TRPC4 block: inactive; RGS4 pot: inactive

How did CC1(OC(=O)C2CCCC2)C(=O)C=C2C=C(c3ccsc3)N(CCc3ccccn3)C=C2C1=O (centres undefined) do in these assays?
HIF activator: -1.6; RGS4 block: inactive; SKKanGAS inh: -1; Platelet DG rel: 0; MrgX1 ag: inactive; TRPC6 activator: inactive; MrgX1 PAM: inactive; MrgX1 antag: inactive; TRPC6 inh: inactive; TRPC4 block: inactive; RGS4 pot: inactive

What do the screens show for `FC(F)Oc1ccc(NC(=S)NCc2ccccc2)cc1`?
HIF activator: 0.3; RGS4 block: inactive; SKKanGAS inh: 8; Platelet DG rel: -1; MrgX1 ag: inactive; TRPC6 activator: inactive; MrgX1 PAM: inactive; MrgX1 antag: inactive; TRPC6 inh: inactive; TRPC4 block: inactive; RGS4 pot: inactive

What do the screens show for `CCCC(=O)Nc1ccc2c(c1)nc1n2CCSC1`?
HIF activator: 1.9; RGS4 block: inactive; SKKanGAS inh: -4; Platelet DG rel: -5; MrgX1 ag: inactive; TRPC6 activator: inactive; MrgX1 PAM: inactive; MrgX1 antag: inactive; TRPC6 inh: inactive; TRPC4 block: inactive; RGS4 pot: inactive

What do the screens show for `O=C1CSC(c2ccccc2)N1Nc1nc(N2CCOCC2)nc(N2CCOCC2)n1` (centres undefined)?
HIF activator: -0.1; RGS4 block: inactive; SKKanGAS inh: 8; Platelet DG rel: 3; MrgX1 ag: inactive; TRPC6 activator: inactive; MrgX1 PAM: inactive; MrgX1 antag: inactive; TRPC6 inh: inactive; TRPC4 block: inactive; RGS4 pot: inactive

What do the screens show for `Cc1ccc(-c2cc(C(=O)Nc3nn[nH]n3)c3ccccc3n2)cc1`?
HIF activator: 0.0; RGS4 block: inactive; SKKanGAS inh: -8; Platelet DG rel: -5; MrgX1 ag: inactive; TRPC6 activator: inactive; MrgX1 PAM: inactive; MrgX1 antag: inactive; TRPC6 inh: inactive; TRPC4 block: inactive; RGS4 pot: inactive

Results for CCOc1ccccc1N(CC(=O)Nc1ccccc1)S(=O)(=O)c1ccccc1 ?
HIF activator: -21; RGS4 block: inactive; SKKanGAS inh: -1; Platelet DG rel: -4; MrgX1 ag: inactive; TRPC6 activator: inactive; MrgX1 PAM: inactive; MrgX1 antag: inactive; TRPC6 inh: inactive; TRPC4 block: inactive; RGS4 pot: inactive

Results for O=C(c1ccco1)N1CCN(C(=O)N2CCCC2)CC1 ?
HIF activator: 0.4; RGS4 block: inactive; SKKanGAS inh: 0; Platelet DG rel: -1; MrgX1 ag: inactive; TRPC6 activator: inactive; MrgX1 PAM: inactive; MrgX1 antag: inactive; TRPC6 inh: inactive; TRPC4 block: inactive; RGS4 pot: inactive

What do the screens show for `CCN(CC)CC#Cc1ccc(C)cc1`?
HIF activator: 0.5; RGS4 block: inactive; SKKanGAS inh: 4; Platelet DG rel: -4; MrgX1 ag: inactive; TRPC6 activator: inactive; MrgX1 PAM: inactive; MrgX1 antag: inactive; TRPC6 inh: inactive; TRPC4 block: inactive; RGS4 pot: inactive

What do the screens show for `Cc1ccc(CS(=O)Cc2ccc(C(=O)NCc3ccc4c(c3)OCO4)o2)cc1` (centres undefined)?
HIF activator: -0.3; RGS4 block: inactive; SKKanGAS inh: 3; Platelet DG rel: -8; MrgX1 ag: inactive; TRPC6 activator: inactive; MrgX1 PAM: inactive; MrgX1 antag: inactive; TRPC6 inh: inactive; TRPC4 block: inactive; RGS4 pot: inactive

Results for O=c1oc2ccccc2c(Nc2ccc(O)cc2)c1[N+](=O)[O-] ?
HIF activator: -0.1; RGS4 block: inactive; SKKanGAS inh: -2; Platelet DG rel: 20; MrgX1 ag: inactive; TRPC6 activator: inactive; MrgX1 PAM: inactive; MrgX1 antag: inactive; TRPC6 inh: inactive; TRPC4 block: inactive; RGS4 pot: inactive

Results for Cc1cc(Cl)c(S(=O)(=O)N2CCCC2)cc1OCC(=O)NC1CCCCC1 ?
HIF activator: -0.5; RGS4 block: inactive; SKKanGAS inh: 2; Platelet DG rel: 2; MrgX1 ag: inactive; TRPC6 activator: inactive; MrgX1 PAM: inactive; MrgX1 antag: inactive; TRPC6 inh: inactive; TRPC4 block: inactive; RGS4 pot: inactive

What do the screens show for `O=C(Cn1cc(Cl)c([N+](=O)[O-])n1)NCCC1=CCCCC1`?
HIF activator: 2.0; RGS4 block: inactive; SKKanGAS inh: 10; Platelet DG rel: -15; MrgX1 ag: inactive; TRPC6 activator: inactive; MrgX1 PAM: inactive; MrgX1 antag: inactive; TRPC6 inh: inactive; TRPC4 block: inactive; RGS4 pot: inactive

What do the screens show for `N=c1ccn2c(n1)O[C@H]1[C@H](O)[C@@H](CO)O[C@H]12`?
HIF activator: 2.7; RGS4 block: inactive; SKKanGAS inh: inconclusive; Platelet DG rel: 1; MrgX1 ag: inactive; TRPC6 activator: inactive; MrgX1 PAM: inactive; MrgX1 antag: inactive; TRPC6 inh: inactive; TRPC4 block: inactive; RGS4 pot: inactive

How did Cn1cc(CN(CCO)Cc2cccs2)c(-c2ccccc2F)n1 do in these assays?
HIF activator: -0.1; RGS4 block: inactive; SKKanGAS inh: 6; Platelet DG rel: -1; MrgX1 ag: inactive; TRPC6 activator: inactive; MrgX1 PAM: inactive; MrgX1 antag: inactive; TRPC6 inh: inactive; TRPC4 block: inactive; RGS4 pot: inactive

How did O=C(Cc1c(F)cccc1Cl)N1CCCC1 do in these assays?
HIF activator: -0.1; RGS4 block: inactive; SKKanGAS inh: 3; Platelet DG rel: 12; MrgX1 ag: inactive; TRPC6 activator: inactive; MrgX1 PAM: inactive; MrgX1 antag: inactive; TRPC6 inh: inactive; TRPC4 block: inactive; RGS4 pot: inactive

What do the screens show for `Nc1nonc1-n1nnc(C(=O)N/N=C/c2c(F)cccc2Cl)c1-c1ccc2c(c1)OCO2`?
HIF activator: 0.2; RGS4 block: inactive; SKKanGAS inh: -3; Platelet DG rel: -3; MrgX1 ag: inactive; TRPC6 activator: inactive; MrgX1 PAM: inactive; MrgX1 antag: inactive; TRPC6 inh: inactive; TRPC4 block: inactive; RGS4 pot: inactive

Results for Cc1cc(=O)n2nc(-c3ccccc3)sc2c1C#N ?
HIF activator: 0.0; RGS4 block: inactive; SKKanGAS inh: -3; Platelet DG rel: 5; MrgX1 ag: inactive; TRPC6 activator: inactive; MrgX1 PAM: inactive; MrgX1 antag: inactive; TRPC6 inh: inactive; TRPC4 block: inactive; RGS4 pot: inactive

What do the screens show for `CC(C)C12CN3CCN(CC(C3)/C1=N\NC(=O)Nc1ccccc1)C2`?
RGS4 block: inactive; SKKanGAS inh: -2; Platelet DG rel: 0; MrgX1 ag: inactive; TRPC6 activator: inactive; MrgX1 PAM: inactive; MrgX1 antag: inactive; TRPC6 inh: inactive; TRPC4 block: inactive; RGS4 pot: inactive

Assay outcomes from PubChem.
